miR122 inh – miR-122 inhibition in Huh7 cells | Huh7 miR-122 Renilla luciferase sensor, 48 h; neutral wells = 0, positive control = 100 | activation (reporter increase), % at 12.5 µM | hit rate 0.3% among 340,000 | AID 602342;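 active = mean replicate activation score at least 90 and every replicate individually at or above 90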;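 also: higher luciferase means less miR-122 activity so hits act as miR-122 inhibitors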
Cneo AK release – causes C. neoformans cell lysis. lysis activity, % at 15 µM. adenylate kinase release luminescence, 4 h; normalised: neutral wells 0, clomiphene wells 100. AID 651654. hit rate 0.2% among 360,000;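 active = mean lysis activity across replicates of at least 80%, whatever share of replicates individually reach that level; inactive = mean lysis activity below 80%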
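Signal: Adenylate kinase release luminescence | Assay system: Log-phase Cryptococcus neoformans yeast cells | Input: Cells at 5 × 10^6 per mL | Buffer or medium: Fresh YPD growth medium | Compound: Single dose | Schedule: Static 4 h at 37 °C with compound, 1 h detection | Controls: Clomiphene | Read-out: Luminescence rise reflecting yeast cell lysis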
PGC1a acetyl inh – PGC1a acetylation modulation, inhibitor mode; hit rate 0.17% among 350,000; AID 651687; U2OS PGC1a acetylation, AlphaScreen anti-acetyl-lysine; with virally co-expressed GCN5 acetyltransferase; inhibition, % at 15.6 µM;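 active = every replicate shows inhibition of at least 40%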;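 also: 0% = neutral control wells and 100% = positive control wells; some results beyond the cut were filed as inactive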
The depositor's hits bear a star. Some of the compounds tested. The share of hits here may be higher or lower than overall.

SMILES	miR122 inh	Cneo AK release	PGC1a acetyl inh
CSc1nc(C)c2cc(C)oc2n1	5.2	1.7	2.9
COC(=O)c1ccc(NC(=O)Nc2ccc(F)c(Cl)c2)cc1	-15.9	-2.5	1.1
c1ccc(Nc2nc(-c3cccs3)cs2)nc1	2.5	-3.6	-2.1
Cc1cccc(NC(=O)Cn2cnc3ccccc3c2=O)c1C	0.2	-1.9	16.8
CCN1C=C(Cc2ccc(OC)cc2)C2=C(C1)C(c1ccc(OC)cc1)C(C#N)=C(N)O2 (stereo not drawn)	-6.5	-2.8	-1.1
O=C(NCC1CCCO1)c1ccc(Cl)c(F)c1F (stereo not drawn)	-0.8	0.4	-6.5
O=C1C2C3C=CC(C3)C2C(=O)N1c1cccc2cccnc12 (stereo not drawn)	-1.8	1.0	5.1
COc1ccc(C(=O)NCC2OCCc3ccccc32)c(O)c1 (stereo not drawn)	-6.8	-9.9	-10.1
CCc1nnc(NC(=O)CSc2ncnc3scc(-c4ccc(C)cc4)c23)s1	-3.9	-1.0	3.7
CN(C)S(=O)(=O)c1ccc(C(=O)Nc2ccc(OCC(=O)N3CCOCC3)cc2)cc1	7.9	-3.5	3.5
N#C/C(=C\c1c(N2CCOCC2)nc2ccccn2c1=O)S(=O)(=O)c1ccccc1	-7.3	3.1	6.3
COc1ccc(C2=NOC(Cn3nc(-c4ccccc4)cc3C(=O)NCc3cccc(C(F)(F)F)c3)C2)cc1 (stereo not drawn)	28.3	-1.2	-19.1
Cc1cc(C(=O)Nc2ccc(C(=O)O)cc2)c(-c2ccccc2)o1	1.8	-1.3	2.3
CCN(CC(=O)Nc1ccccc1C(=O)OC)S(=O)(=O)c1ccc(OC)cc1	-4.8	-1.9	-5.5
COc1ccc(CNC(=O)C2CC(=O)N(c3ccc(OCC(=O)N4CCCCC4)cc3)C2)cc1 (stereo not drawn)	-5.2	2.0	-4.7
O=C1CC(c2ccccc2)CC(O)=C1C=NCc1ccco1 (stereo not drawn)	0.4	-0.3	6.5
O=C1c2ccccc2NC(c2ccncc2)N1c1ccccn1 (stereo not drawn)	-2.4	0.6	-1.3
CC(C)C(NS(=O)(=O)c1ccc(Br)s1)C(=O)O (stereo not drawn)	1.1	4.6	6.5
N#Cc1nc(COc2ccc(F)cc2)oc1NCCN1CCOCC1	-7.7	4.7	-2.5
O=C(O)c1c(Cl)c(Cl)c(Cl)c(Cl)c1C(=O)N1CCOCC1	-4.6	2.5	0.5
COCCN1C=C(C(=O)OC)C(c2cc(Br)c(OC)c(OC)c2)C(C(=O)OC)=C1	-8.6	0.5	-4.2
O=C(CSc1nnc(CNC(=O)c2c(F)cccc2Cl)o1)Nc1ccc2c(c1)OCCO2	3.3	-1.1	-3.6
Cc1cc(N)c2cc(NC(=O)/C=C/c3ccccc3Cl)ccc2n1	-14.4	4.4	80.4*
COc1cc(C(=O)Nc2cc(C(F)(F)F)ccc2Cl)cc(OC)c1OC	6.6	-0.8	11.7
Cc1ccc(S(=O)(=O)NCCCCCC(=O)Nc2ccccn2)cc1	6.9	1.6	-5.8
(cont.)
SMILES	miR122 inh	Cneo AK release	PGC1a acetyl inh
O=C(CCc1ccccc1)OCCN1CCOCC1	2.3	-1.5	-1.2
CCCC(NC(=O)c1ccccc1)c1nc2ccccc2n1Cc1ccc(C(=O)OC)o1 (stereo not drawn)	8.1	-1.3	0.6
Cc1cc(-c2ccccc2)nc(Oc2cccc(C(F)(F)F)c2)c1S(C)(=O)=O	-1.7	-0.8	-6.9
COc1ccc(NC(=O)c2cc(=O)c3ccccc3o2)cn1	32.3	-0.8	-0.6
CC(=O)OC(C(=O)NC1CCCCC1)c1ccccc1 (stereo not drawn)	5.9	2.0	-2.3
CCOC(=O)N1CCN(S(=O)(=O)c2cccc3cccnc23)CC1	-0.7	-0.3	6.6
CCN(C(=O)c1ccco1)c1nnc(-c2ccc(OC)cc2)s1	-1.9	-2.0	0.1
CCc1ccc(C(=O)CC2(O)C(=O)N(CN3CCOCC3)c3ccccc32)cc1 (stereo not drawn)	-1.1	-6.6	2.4
COc1cccc(C(=O)NN2C(=O)C3C4C=CC(O4)C3C2=O)c1 (stereo not drawn)	-1.6	1.1	-9.6
Cc1ccc(C(C(=O)NC2CCCC2)N(Cc2ccc3c(c2)OCO3)C(=O)Cc2cccs2)cc1 (stereo not drawn)	3.3	0.0	-3.2
CC(C)(C)C(=O)NC(=S)NNC(=O)C(c1ccccc1)c1ccccc1	-4.6	-0.7	10.1
O=C(c1cc(-c2ccccc2)on1)N1CCCC1	-2.2	-0.6	-3.0
CC(=O)NC12CC3CC(C1)CC(C(=O)Nc1nccs1)(C3)C2	0.5	-0.7	3.3
CC1CCN(C(=O)c2ccc3c(c2)OCCO3)CC1	-0.8	2.3	-10.5
Cc1cc(SCC(=O)OCC(=O)N2CCN(C(=O)c3ccco3)CC2)c(C)cc1Br	-1.1	0.0	-7.7
CCOc1ccccc1N1CCN(Cc2ccc(OC)c(OC)c2OC)CC1	-1.7	6.3	-4.0
COc1cc(C(=O)Nc2ccc(S(=O)(=O)Nc3onc(C)c3C)cc2)cc(OC)c1OC	-5.2	3.8	2.2
O=C1CCC2CCCCC2(O)O1 (stereo not drawn)	3.4	0.8	-2.0
c1nc(NCC2CCCO2)c2[nH]cnc2n1 (stereo not drawn)	-5.2	0.8	-6.3
O=C(CCn1c(=O)c2cccn2c2cccnc21)N1CCN(c2cccc(Cl)c2)CC1	-7.4	-2.7	1.8
CCOC(=O)C1CCN(CC(=O)Nc2c(C(=O)OC)[nH]c3cccc(Cl)c23)CC1	-4.3	10.5	5.9
COc1ccc(C(C(=O)NC2CCCCC2)N(C(=O)c2cccs2)c2ccc3c(c2)OCO3)cc1 (stereo not drawn)	-5.6	-1.2	5.1
C#CC(C)(C)NC(=O)c1ccccc1OC	3.1	-0.8	-18.5
CNC(=O)COC(=O)c1cccnc1SC	5.4	-2.3	-1.2
CCCS(=O)(=O)N1CCCC(C(=O)NCCCN2CCN(c3cccc(Cl)c3)CC2)C1 (stereo not drawn)	-6.0	-1.2	7.1

The closing 2 entries of the part before are carried over, then new ones follow:
SMILES	miR122 inh	Cneo AK release	PGC1a acetyl inh
CNC(=O)COC(=O)c1cccnc1SC	5.4	-2.3	-1.2
CCCS(=O)(=O)N1CCCC(C(=O)NCCCN2CCN(c3cccc(Cl)c3)CC2)C1 (stereo not drawn)	-6.0	-1.2	7.1
CCOc1ccccc1NC(=O)c1ccccc1NS(C)(=O)=O	-0.6	1.4	-9.5
COc1ccccc1N(C(=O)CNC(=O)c1ccco1)C(C(=O)NC1CCCC1)c1ccncc1 (stereo not drawn)	8.0	-2.1	-0.8
CCOC(=O)c1c(-c2cccc(C)c2)csc1NC(=O)c1c(-c2ccccc2)noc1C	0.2	3.5	-1.9
O=C(Cn1cnc2c(cnn2-c2ccc(F)cc2)c1=O)N1CCN(c2ccccc2)CC1	-6.1	-0.7	0.9
COc1ccc(N=C2C(=Nc3ccc(OC)cc3)N(c3ccc(OC)cc3)C(=S)N2C)cc1	-4.0	-1.4	-8.0
CCOc1cc(CN2CCCCC2)ccc1OC	-0.7	-2.0	-7.1
COc1ccc(C(=O)c2c[nH]c(C(=O)NCC3CCCO3)c2)cc1 (stereo not drawn)	-1.0	-2.7	1.1
CN1CCN(S(=O)(=O)c2ccc(N3CCN(S(=O)(=O)c4cccs4)CC3)nc2)CC1	-0.7	0.4	-12.1
Cc1ccc(C2CCN(C(=O)Nc3ccccc3)C2)cc1 (stereo not drawn)	-4.8	-3.6	-13.6
COc1ccc(O)c(-c2cc(C(F)(F)C(F)F)nc(-c3ccccc3)n2)c1	2.4	2.5	-11.7
O=C1C=C(c2ccc(OC(F)(F)F)cc2)C[C@@H](c2ccc(F)cc2)C1	3.9	-2.9	-20.3
O=C(COC(=O)c1ccc2c(c1)OCCO2)NCCC1=CCCCC1	-2.8	2.8	7.1
O=C(NC(=S)N1CCN(c2c(Cl)cccc2[N+](=O)[O-])CC1)c1cccs1	11.2	1.3	2.9
COc1ccc(/C=N/n2c(N)nc(-c3ccccc3)c2-c2ccccc2)cc1	17.1	-0.2	0.9
CCC(=O)N1CCc2cc(S(=O)(=O)CCC(=O)N3CCc4ccccc4C3)ccc21	3.2	0.0	-2.9
CC1Cc2cc(/C(O)=C3/C(=O)C(=O)N(Cc4ccco4)C3c3cccs3)ccc2O1 (stereo not drawn)	-7.4	-1.8	-10.2
Cc1ccc(C(=O)C2=C(O)C(=O)N(c3ncccn3)C2c2ccc(Cl)cc2)o1 (stereo not drawn)	-6.5	1.0	-15.1
CC(C)NC(=O)c1ccccc1NC(=O)c1ccccc1N(C)S(C)(=O)=O	-1.0	-6.2	-5.8
CCN1C(=O)C(O)(CC(=O)c2ccc(-n3cccc3)cc2)c2ccccc21 (stereo not drawn)	1.7	0.1	-17.6
CCOC(=O)c1cc(NC(=O)c2ccoc2C)cc(C(=O)OCC)c1	0.1	-6.1	-13.3
O=C(CSC(=S)N1CCCCC1)Nc1nc(-c2ccccc2)c(-c2ccccc2)o1	-1.7	0.8	-7.5
CC(=O)Nc1ccccc1C(=O)N1CCc2ccccc21	2.1	4.3	5.3
CCCOc1ccc(-c2nc(C#N)c(N3CCc4ccccc4C3)o2)cc1	-2.6	0.3	7.0
COC(=O)c1ccc2nc(NC(=O)CN3C(=O)CCC3=O)sc2c1	14.2	-1.4	9.4
Cc1nc(SCC(=O)NCCc2ccccc2)n[nH]1	0.7	1.0	5.7
Carrying on:
SMILES	miR122 inh	Cneo AK release	PGC1a acetyl inh
CC(C)OCCCn1c(=S)[nH]c2ccc(N3CCOCC3)cc2c1=O	-6.7	0.9	-3.5
CCOC(=O)c1[nH]nc(-c2c(O)cc(C)cc2O)c1-c1csc(C)n1	0.5	0.2	3.7
O=C(Nc1cccc(Cl)c1)Nc1ccc(Cl)cn1	-0.2	0.0	2.8
CC(C)(C)SCCNS(=O)(=O)c1ccc(F)cc1	16.4	-0.6	-12.6
COC(=O)c1c(NC(=O)CSc2nnnn2-c2ccccc2)sc2c1CCCC2	6.2	1.9	-1.1
CCc1cccc(CC)c1NC(=O)CN1CCc2cc(OC)c(OC)cc2C1	-5.9	5.0	-27.6
CCOC(=O)c1[nH]c2ccccc2c1NC(=O)CN1CCCCC1	4.3	1.1	29.3
O=C(NCc1ccco1)c1ccc(CS(=O)(=O)Cc2ccc(F)cc2)o1	-6.0	-0.6	4.9
O=P(O)(O)CCP(=O)(c1ccccc1)c1ccccc1	0.8	-2.4	-6.0
COc1ccc(OC)c(NC(=O)c2cc(S(=O)(=O)NCc3ccco3)ccc2F)c1	53.8	0.0	-2.1
Cc1onc(-c2ccccc2Cl)c1C(=O)OCC(=O)Nc1ccc2c(c1)OCO2	1.7	-0.7	-2.4
CCCc1nc(NCc2ccncc2)c2nnn(Cc3ccccc3F)c2n1	-6.2	20.5	6.7
CCC(=O)Nc1cccc(-c2ccc(N3CCN(C)CC3)nn2)c1	8.2	-2.7	2.2
CCC(=O)Nc1cc2c(cc1C(=O)c1ccccc1)OCCO2	-7.2	1.0	-4.3
N#Cc1nc(-c2ccc(OCc3ccc(Cl)cc3)cc2)oc1NCc1cccnc1	-5.2	-0.8	28.2
COn1c(SCC(N)=O)nc2ccccc2c1=O	6.6	-0.7	4.5
CCCNC1=C(C)C(=O)CC1	3.1	0.2	-0.9
CCc1ccccc1NC(=O)CSc1nc2ccccc2n1CC(=O)N1CCCC1	2.5	0.7	-2.3
C=CCNC(=O)C1=NOC(CNC(=O)c2c(-c3ccccc3Cl)noc2C)C1 (stereo not drawn)	-8.3	3.9	0.3
CCN(C(=O)CCN1C(=O)c2ccccc2C1=O)C1CCCCC1	-4.3	0.1	-3.3
COc1ccc(CNc2nc(NCc3ccc(OC)c(OC)c3)n(C(=O)c3cccs3)n2)cc1OC	-6.2	0.0	-11.1
O=C(CCc1ccc(CCC(=O)c2cccs2)s1)c1cccs1	1.0	-0.4	1.8
COCCNC(=O)COc1ccc(C)cc1C	0.4	0.4	-13.4
CCOC(=O)c1c(N)nn(C(C)=O)c1-c1ccccc1	5.6	6.3	57.5
CCOC(=O)N1CCN(C(=O)COc2ccc3c(c2)C(=O)CC2(CCN(C(C)=O)CC2)O3)CC1	0.7	-5.3	37.3
FC(F)(F)c1cccc(N2CCc3cn[nH]c32)c1	-6.1	-2.2	-16.3

Entries above that contain a cyano group, in the order listed:
SMILES	miR122 inh	Cneo AK release	PGC1a acetyl inh
CCN1C=C(Cc2ccc(OC)cc2)C2=C(C1)C(c1ccc(OC)cc1)C(C#N)=C(N)O2 (stereo not drawn)	-6.5	-2.8	-1.1
N#C/C(=C\c1c(N2CCOCC2)nc2ccccn2c1=O)S(=O)(=O)c1ccccc1	-7.3	3.1	6.3
N#Cc1nc(COc2ccc(F)cc2)oc1NCCN1CCOCC1	-7.7	4.7	-2.5
CCCOc1ccc(-c2nc(C#N)c(N3CCc4ccccc4C3)o2)cc1	-2.6	0.3	7.0
N#Cc1nc(-c2ccc(OCc3ccc(Cl)cc3)cc2)oc1NCc1cccnc1	-5.2	-0.8	28.2

Looked up above:
Reading for O=C(CCc1ccc(CCC(=O)c2cccs2)s1)c1cccs1 in PGC1a acetyl inh: 1.8
Reading for COn1c(SCC(N)=O)nc2ccccc2c1=O in miR122 inh: 6.6
Reading for CC(C)(C)SCCNS(=O)(=O)c1ccc(F)cc1 in miR122 inh: 16.4
Reading for CCOC(=O)c1[nH]c2ccccc2c1NC(=O)CN1CCCCC1 in Cneo AK release: 1.1

Assay outcomes deposited in PubChem by Broad Institute.
